VLA-4 inh = inhibition in a human VLA-4 binding assay; P13612; AID 2557; VLA-4 expressing cells, ligand binding flow cytometry; actives 0.2% (n = 330,000); inhibition, % (about 7 µM as worked out from the volumes in the protocol); in the data active = inhibition above about 50%
Target sequence (P13612 whole entry, looked up): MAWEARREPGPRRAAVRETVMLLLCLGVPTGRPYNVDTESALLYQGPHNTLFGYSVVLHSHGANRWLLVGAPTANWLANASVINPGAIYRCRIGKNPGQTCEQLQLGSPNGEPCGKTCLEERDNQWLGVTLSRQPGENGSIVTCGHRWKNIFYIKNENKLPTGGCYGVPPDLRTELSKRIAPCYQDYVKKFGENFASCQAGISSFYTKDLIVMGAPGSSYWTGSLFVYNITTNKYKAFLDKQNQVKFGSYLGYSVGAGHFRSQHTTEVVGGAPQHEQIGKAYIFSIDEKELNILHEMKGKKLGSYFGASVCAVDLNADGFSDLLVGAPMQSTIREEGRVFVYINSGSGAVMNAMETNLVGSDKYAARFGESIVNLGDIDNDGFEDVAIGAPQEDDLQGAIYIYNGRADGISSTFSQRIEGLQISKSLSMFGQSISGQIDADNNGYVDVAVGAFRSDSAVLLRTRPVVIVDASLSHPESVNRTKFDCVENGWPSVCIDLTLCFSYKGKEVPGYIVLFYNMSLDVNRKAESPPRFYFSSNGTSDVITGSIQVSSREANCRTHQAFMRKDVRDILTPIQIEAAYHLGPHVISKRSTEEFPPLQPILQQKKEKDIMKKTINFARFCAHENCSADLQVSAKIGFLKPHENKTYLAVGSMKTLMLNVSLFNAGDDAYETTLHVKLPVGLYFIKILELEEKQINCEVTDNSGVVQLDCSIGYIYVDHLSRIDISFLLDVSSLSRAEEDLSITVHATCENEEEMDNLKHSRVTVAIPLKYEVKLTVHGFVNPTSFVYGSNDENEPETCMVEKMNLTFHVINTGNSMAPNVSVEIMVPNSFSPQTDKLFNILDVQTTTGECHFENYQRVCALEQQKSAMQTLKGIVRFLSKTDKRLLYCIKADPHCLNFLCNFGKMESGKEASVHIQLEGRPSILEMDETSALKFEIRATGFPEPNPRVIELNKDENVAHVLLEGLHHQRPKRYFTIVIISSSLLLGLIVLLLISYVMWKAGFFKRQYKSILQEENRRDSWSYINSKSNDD
RPL19A-GFP yeast = alters RPL19A-GFP fluorescence in TOR pathway yeast screen; S. cerevisiae RPL19A-GFP strain, flow cytometry, 3 h; active compounds read low; percent response vs DMSO, % at 10 µM; actives 0.3% (n = 330,000);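 active = percent response vs DMSO below 50%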;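 note: median channel GFP fluorescence of the barcoded RPL19A-GFP strain; ratio of sample median GFP to plate DMSO average so 100% = DMSO; lower means less RPL19A-GFP as with rapamycin TOR inhibition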
Yeast superoxide = lowers age-related superoxide in aged yeast cells; S. cerevisiae aged cells, superoxide DHE fluorescence; active compounds read low; superoxide response (% of plate mean), % at 10 µM; actives 0.18% (n = 330,000);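 active = superoxide response under a set limit, about three screen SD below normal, cut at about 65% in these data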;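 note: yeast aged for seven days with compound at 30 °C before DHE staining; 100% = average MFI of all compound-treated wells on the plate with controls excluded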
LAP4 TOR yeast = modulators of TOR pathway LAP4-GFP in S. cerevisiae; actives 0.34% (n = 320,000); GFP response vs DMSO, % at 10 µM; S. cerevisiae LAP4-GFP multiplex, flow cytometry GFP, 3 h; median GFP as percent of DMSO wells; AID 2023;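 active = GFP response vs DMSO above a set limit, about the screen mean plus 3 SD, cut at about 150% in these data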
CIT2 TOR yeast = modulators of TOR pathway CIT2-GFP in S. cerevisiae | actives 0.065% (n = 320,000) | AID 2029 | S. cerevisiae CIT2-GFP strain, flow cytometry, 3 h; 100 means same as DMSO wells | GFP response vs DMSO, % at 10 µM;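 active = GFP response relative to DMSO above a set limit, near the screen mean plus 3 SD, cut at about 150% in these data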;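 note: ratio of well median GFP fluorescence to mean of DMSO wells on the plate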
AGP1 TOR yeast = yeast TOR pathway AGP1-GFP modulation | S. cerevisiae AGP1-GFP multiplex flow cytometry, 3 h; GFP as percent of DMSO wells | GFP response vs DMSO, % at 10 µM | actives 0.02% (n = 320,000);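 active = GFP response relative to DMSO above a set limit, near screen average plus 3 SD, cut at about 150% in these data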;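 note: median GFP channel fluorescence of the gated AGP1 strain per well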
MEP2 TOR yeast = alters MEP2-GFP fluorescence in TOR pathway yeast screen. S. cerevisiae MEP2-GFP strain, flow cytometry GFP, 3 h; 100% = DMSO control level. GFP response vs DMSO, % at 10 µM. actives 0.51% (n = 330,000). AID 2016;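 active = GFP response versus DMSO above a set limit, roughly screen mean plus 3 SD, cut at about 180% in these data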;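 note: median GFP fluorescence of the barcode-gated MEP2-GFP cells per well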
GRK2 aptamer HTS = blocks RNA aptamer binding to human GRK2 | inhibition of aptamer binding, % at 10 µM | actives 0.59% (n = 330,000) | P25098 | bead flow cytometry, FAM-aptamer displacement from GRK2;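 active = inhibition of aptamer binding above 40%, roughly 3 SD of noise, on plates passing a quality check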;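 note: median bead fluorescence of bound FAM aptamer so fluorescent compounds give negative values; no value below 0 was filed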
* hit, by the source's call; nt = not tested or not shown.

nr	Molecule	VLA-4 inh	RPL19A-GFP yeast	Yeast superoxide	LAP4 TOR yeast
1	COc1cccc(C(=O)NC(C)C(c2cccs2)N2CCN(C)CC2)c1 (stereo unspecified)	0	95	118	96
2	CCOC(=O)c1ccc(N2C(=O)CC(NC3CCN(C(=O)c4cccc(Cl)c4)CC3)C2=O)cc1 (stereo unspecified)	2	104	121	104
3	CN(C)c1ccc(NC(=O)/C=C/c2c(Cl)cccc2Cl)cc1	30	100	97	105
4	CCCCCCCC(O)CC(CC1CCCCC1)C(=O)NN (stereo unspecified)	2	98	100	96
5	COCc1ccc(C(=O)N2CCCC(CCC(=O)NCc3ccccc3F)C2)o1 (stereo unspecified)	5	95	93	111
6	CSc1ccc(CNC(=O)C2CCC(=O)N(Cc3cccc(F)c3)C2)cc1 (stereo unspecified)	-2	110	100	71
7	COc1ccc(CCNC(=O)C2CC(=O)N(C3CCCCC3)C2)cc1OC (stereo unspecified)	2	102	112	99
8	CCOC(=O)c1c(C)c(C(=O)Nc2ccc3c(c2)OCO3)c(C)n1C	2	nt	89	102
9	CCCCNC(=S)N(C)/N=C/c1ccc2c(c1)OCO2	39	103	94	100
10	CCCCNC(=O)COC(=O)c1ccc(N(C)C)cc1	-3	107	98	96
11	O=C(CN1CCN(c2ccccc2O)CC1)Nc1ccc([N+](=O)[O-])cc1Br	10	99	97	98
12	O=C(/C=C/c1ccc(F)cc1)NC(=S)NNC(=O)c1cnccn1	1	83	69	261*

nr	CIT2 TOR yeast	AGP1 TOR yeast	MEP2 TOR yeast	GRK2 aptamer HTS
1	98	nt	96	20
2	99	98	99	3
3	96	95	108	0
4	91	93	99	4
5	100	107	105	2
6	99	92	97	0
7	112	104	111	4
8	105	99	98	3
9	93	92	94	0
10	107	98	98	1
11	97	98	95	1
12	87	75	122	1

Six structures already listed, sorted by length of the SMILES, largest number first:
nr	Molecule	VLA-4 inh	RPL19A-GFP yeast	Yeast superoxide	LAP4 TOR yeast
2	CCOC(=O)c1ccc(N2C(=O)CC(NC3CCN(C(=O)c4cccc(Cl)c4)CC3)C2=O)cc1 (stereo unspecified)	2	104	121	104
6	CSc1ccc(CNC(=O)C2CCC(=O)N(Cc3cccc(F)c3)C2)cc1 (stereo unspecified)	-2	110	100	71
12	O=C(/C=C/c1ccc(F)cc1)NC(=S)NNC(=O)c1cnccn1	1	83	69	261*
3	CN(C)c1ccc(NC(=O)/C=C/c2c(Cl)cccc2Cl)cc1	30	100	97	105
9	CCCCNC(=S)N(C)/N=C/c1ccc2c(c1)OCO2	39	103	94	100
4	CCCCCCCC(O)CC(CC1CCCCC1)C(=O)NN (stereo unspecified)	2	98	100	96

nr	CIT2 TOR yeast	AGP1 TOR yeast	MEP2 TOR yeast	GRK2 aptamer HTS
2	99	98	99	3
6	99	92	97	0
12	87	75	122	1
3	96	95	108	0
9	93	92	94	0
4	91	93	99	4

Further records follow:
nr	Molecule	VLA-4 inh	RPL19A-GFP yeast	Yeast superoxide	LAP4 TOR yeast
13	COc1ccc(CCC(=O)NCCOc2ccc(Cl)cc2)cc1	-8	97	98	102
14	O=c1c2ccccc2nc2n1C(CBr)CS2 (stereo unspecified)	5	100	109	91
15	Cc1cc(SCC(=O)OCC(=O)N(C)C2CCS(=O)(=O)C2)c(C)cc1Br (stereo unspecified)	2	95	107	101
16	COCCNC(=O)C1CC(=O)N(c2ccc(F)c(Cl)c2)C1 (stereo unspecified)	-13	97	99	97
17	Brc1ccc(-c2csc(NNC3=NCCCCC3)n2)cc1	8	100	103	92
18	COc1ccc(S(=O)(=O)Nc2ccc3c(c2)C(=O)N([C@H](C)CO)C[C@H](C)[C@@H](CN(C)S(C)(=O)=O)O3)cc1	-5	91	107	95
19	COc1ccc(NC(=S)NCCN2CCOCC2)c(OC)c1	5	105	103	107
20	CSc1ccccc1C(=O)NCc1cccnc1	13	102	110	97
21	COC(=O)Cc1[nH]nc2c1C(C1C=CCCC1)C(C#N)=C(N)O2 (stereo unspecified)	7	94	84	89
22	O=C(NCCCN1CCN(c2ccc(F)cc2)CC1)c1cccc(N2CCCC2=O)c1	4	99	99	94
23	Cc1nnc(N/N=C/c2c(O)n(-c3cccc(C(F)(F)F)c3)c(=O)c3ccccc23)[nH]c1=O	-6	97	71	97
24	CCOC(=O)C1=C(C)NC(C)=C(C(=O)OCC)C1c1ccccn1	1	99	85	98

nr	CIT2 TOR yeast	AGP1 TOR yeast	MEP2 TOR yeast	GRK2 aptamer HTS
13	95	97	106	0
14	96	104	109	3
15	87	96	98	0
16	100	98	111	2
17	105	96	100	0
18	89	90	88	0
19	103	99	98	0
20	99	93	100	3
21	95	89	91	1
22	102	99	97	0
23	109	102	100	0
24	99	103	106	0

Continuation.
nr	Molecule	VLA-4 inh	RPL19A-GFP yeast	Yeast superoxide	LAP4 TOR yeast
25	CCCC(C(=O)NC1CCCC1)N(C(=O)Cn1nnc(-c2ccc(C)o2)n1)C1CCCC1 (stereo unspecified)	2	100	99	105
26	O=C(Nc1nnc(SCc2ccc(F)cc2)s1)c1cnccn1	-2	92	104	93
27	Cc1ccc(C)c(OCC(=O)NNC(=O)C2CC2)c1	10	98	95	104
28	O=C(c1ccco1)N1CCN=C1SCc1cccnc1	-11	105	88	102
29	COC(=O)Cc1c(C)nc2nc(-c3ccc(C)cc3)[nH]n2c1=O	-18	86	112	90
30	Cc1onc(-c2ccccc2)c1C(=O)Nc1nc(-c2ccccc2)cs1	5	99	101	99
31	CC(C)c1cc(=O)n2c(nc3ccccc32)[nH]1	10	95	97	77
32	O=C(COC(=O)CSc1ccc(F)cc1)NC1CCCCCC1	0	94	112	129
33	C[C@@H]1[C@H](O)C[C@@]23COC(=O)C2=CCC[C@@H]3[C@@]1(C)CC/C(=C/CO)CO	9	102	139	104
34	CN(Cc1nc(CC2CC2)no1)CC12CC3CC(CC(C3)C1)C2	1	100	114	104
35	NS(=O)(=O)c1ccc(Nc2ncccc2[N+](=O)[O-])cc1	0	99	125	104
36	Cn1c(-c2sc3cc(C(F)(F)F)cnc3c2-c2cccnc2)n[nH]c1=S	8	102	75	95

nr	CIT2 TOR yeast	AGP1 TOR yeast	MEP2 TOR yeast	GRK2 aptamer HTS
25	115	104	115	2
26	99	100	92	1
27	108	106	106	4
28	116	106	109	1
29	91	88	92	1
30	100	107	100	1
31	97	89	88	1
32	113	120	128	2
33	97	103	106	1
34	105	103	104	1
35	96	101	100	2
36	99	107	103	1

Going on with the list:
nr	Molecule	VLA-4 inh	RPL19A-GFP yeast	Yeast superoxide	LAP4 TOR yeast
37	CCOC(=O)c1[nH]c(C)c(C(=O)OCC(=O)N(C)C2CCS(=O)(=O)C2)c1C (stereo unspecified)	-1	96	96	87
38	O=C(COC(=O)CCNS(=O)(=O)c1ccc(Cl)cc1)NCc1ccco1	3	95	92	92
39	O=C(O)c1ccc(NNC(=S)Nc2cc(C(F)(F)F)ccc2Cl)cc1	-2	102	113	97
40	CC(NC(=O)COC(=O)c1ccc(N(C)C)cc1)c1ccccc1 (stereo unspecified)	0	86	98	94
41	Cc1ccc(-c2csc3ncnc(SCC(=O)c4ccc5c(c4)OCCO5)c23)cc1	0	100	113	104
42	O=C(CSc1nc(Nc2ccccc2)nc(N2CCOCC2)n1)Nc1ccc(Br)cc1F	2	98	97	90
43	COC(=O)C1Cc2ccccc2CN1S(=O)(=O)c1ccc(F)cc1 (stereo unspecified)	-3	102	96	105
44	O=C(NCCCN1CCOCC1)c1cccc(S(=O)(=O)Nc2ccc(F)cc2)c1	22	99	104	106
45	O=C(CC1C(=O)NCCN1Cc1ccc(-c2ccccc2)cc1)NCC1CC1 (stereo unspecified)	0	101	104	99
46	CCCNC(=O)C1CCN(S(=O)(=O)c2ccc3nc4c(c(C(=O)O)c3c2)CCCCC4)CC1	-11	94	97	97
47	CC(C)(C)NC(=O)c1cc(C(C)(C)C)c(O)c(C(C)(C)C)c1	9	101	108	95
48	CCn1c(C)c(C)c2cc(C(=O)N3CCN(c4cccc(C)c4C)CC3)ccc21	8	95	98	101

nr	CIT2 TOR yeast	AGP1 TOR yeast	MEP2 TOR yeast	GRK2 aptamer HTS
37	83	92	95	1
38	102	97	95	0
39	94	90	98	9
40	nt	91	94	3
41	100	98	104	0
42	99	98	106	0
43	103	101	102	6
44	98	100	101	0
45	100	95	105	0
46	92	98	105	0
47	98	99	111	6
48	99	101	96	0

Next part.
nr	Molecule	VLA-4 inh	RPL19A-GFP yeast	Yeast superoxide	LAP4 TOR yeast
49	COc1ccc(C(=O)N[C@H](C(=O)OCc2nc3ccsc3c(=O)[nH]2)C(C)C)cc1	0	95	92	113
50	O=C(Nc1ccc2c(c1)OCCO2)C(=O)c1c[nH]c2ccccc12	-3	93	105	95
51	OCCNCc1ccc(-c2ccccc2)cc1	0	99	111	100
52	N=C(N)SCP(=O)(c1ccccc1)c1ccccc1	-13	100	102	101
53	O=C(CSc1ccc2ccccc2n1)N/N=C/c1ccc(O)cc1	27	96	104	81
54	COc1ccc(-c2cc(C(=O)NCCN3CCOCC3)c3ccccc3n2)cc1	-1	105	101	104
55	Cn1c(COc2ccc([N+](=O)[O-])cc2)nnc1SCC(N)=O	14	101	102	103
56	CC12CC3(C)CC(C)(C1)CC(C(=O)Nc1nn[nH]n1)(C2)C3	-9	100	100	97
57	CS/C(=N\S(=O)(=O)c1cccs1)Nc1cccc(Cl)c1C	0	102	117	84
58	CCN(CC)c1ncc(C)c(=O)[nH]1	19	102	102	104
59	Cc1ccc(C)c(NC(=O)CCc2nnc3ccc(N4CCCC4)nn23)c1	3	102	110	102
60	Cc1cc(NS(=O)(=O)c2ccc(NC(=O)c3cccnc3)cc2)nc(C)n1	5	74	105	107

nr	CIT2 TOR yeast	AGP1 TOR yeast	MEP2 TOR yeast	GRK2 aptamer HTS
49	93	110	104	0
50	89	92	95	0
51	97	95	106	0
52	100	102	100	6
53	94	90	93	1
54	109	104	107	0
55	106	101	107	0
56	104	104	101	0
57	102	100	97	4
58	99	111	105	0
59	106	103	103	0
60	72	71	140	0

(cont.)
nr	Molecule	VLA-4 inh	RPL19A-GFP yeast	Yeast superoxide	LAP4 TOR yeast
61	CCCc1cc(C(=O)Nc2c(C)n(C)n(-c3ccccc3)c2=O)no1	-19	101	117	106
62	Cc1ccc(NC(=O)c2cccnc2)c([N+](=O)[O-])c1	12	102	98	83
63	Cc1cc(OC(=O)c2cc(Cl)ccc2Cl)c([N+](=O)[O-])c(=O)[nH]1	15	101	101	102
64	Cc1cc(C)c(NC(=O)CNC(=O)COC(=O)CNC(=O)c2ccc(Cl)cc2Cl)c(C)c1	-13	100	105	112
65	CC(=O)c1cccc(N(CC(=O)NC2CCCCC2)C(=O)CCC(=O)Nc2nc(C)cs2)c1	3	98	102	99
66	CCOc1ccccc1CNC(=O)Cn1c(=O)oc2ccccc21	26	103	94	94
67	CCN(CC)Cc1c(O)ccc2c([N+](=O)[O-])c(C)n(-c3ccc(OC)cc3)c12	21	105	91	103
68	CC(C)C(=O)Nc1cc2c3c(c1)CCC(=O)N3CCC2	9	97	78	92
69	COC(=O)Nc1ccc(S(=O)(=O)NNC(=O)c2c(O)c3ccccc3n(C)c2=O)cc1	-10	95	106	81

nr	CIT2 TOR yeast	AGP1 TOR yeast	MEP2 TOR yeast	GRK2 aptamer HTS
61	96	104	103	5
62	105	96	107	1
63	102	103	100	1
64	104	106	100	0
65	105	97	98	0
66	100	105	93	0
67	97	106	103	1
68	94	101	90	3
69	99	89	85	0

Limited to LAP4 TOR yeast, AGP1 TOR yeast and MEP2 TOR yeast, for 3 of the compounds above:
cpd | structure | LAP4 TOR yeast | AGP1 TOR yeast | MEP2 TOR yeast
69 | COC(=O)Nc1ccc(S(=O)(=O)NNC(=O)c2c(O)c3ccccc3n(C)c2=O)cc1 | 81 | 89 | 85
66 | CCOc1ccccc1CNC(=O)Cn1c(=O)oc2ccccc21 | 94 | 105 | 93
64 | Cc1cc(C)c(NC(=O)CNC(=O)COC(=O)CNC(=O)c2ccc(Cl)cc2Cl)c(C)c1 | 112 | 106 | 100
